High-throughput results deposited in PubChem by National Center for Advancing Translational Sciences (NCATS).
Peg3 imprint: qHTS Assay for Compounds that Induce Erasure of Genomic Imprints. mouse ES Peg3-LacZ reporter, beta-gal luminescence, 40 h. Potency, µM (titrated, usually from 60.7 µM), without a hit: at the top dose activity change, positive = activation, most hits filed as activators. actives 0.02% (n = 110,000);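 further: 0% = negative control wells on the plate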
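Readout: BetaGlo luminescence (5 min, room temp) for LacZ from the normally silent maternal Peg3 allele in female Peg3LacZ-Neo ES cells. Cells 300/well, 40 h, 37C, 5% CO2. Data normalized per plate to negative controls.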
p53ts 39C kill: qHTS Screen for Compounds that Selectively Target Cancer Cells with p53 Mutations: Cytotoxicity of p53ts Cells at the Nonpermissive Temperature. H1299-p53A138V viability at 39C, ATP luminescence, 24 h. Potency, µM (doses to about 46.1 µM), for the others: top-dose activity change, negative = cell killing, usual class: cytotoxic. actives 1.5% (n = 130,000). AID 902, 2007; further: nearly all actives have a fitted effect of over 55% in size
p53ts 32C tox: qHTS Screen for Compounds that Selectively Target Cancer Cells with p53 Mutations: Cytotoxicity of p53ts Cells at the Permissive Temperature; AID 924, 2007; Potency, µM (series often up to 46.1 µM), inactives show at the highest dose activity change, negative = cytotoxicity, usual class: cytotoxic; actives 0.93% (n = 130,000); H1299-p53A138V at 32C, ATP luminescence viability, 24 h;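 further: 0% = DMSO and -100% = full killing by reference compound; nearly all actives have a fitted effect of over 55% in size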
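Viability by ATPlite luminescence after 24 h compound treatment (up to 46 uM) at the permissive 32C. Cells are H1299 carrying p53 A138V. Scale runs from DMSO basal to 100 uM tamoxifen as full kill; AC50 from Hill fits.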
IkB sig inh: IkB Signaling; Potency, µM (series often up to 57.1 µM), for inactives: at the top dose IkBa stabilization activation; ABC-DLBCL IkBa-CBG/CBR dual luciferase ratio, 4 h; response scale: scaled: untreated 0%, proteasome inhibitor 100%; actives 0.04% (n = 110,000); active means well fitted curve in the direction sought with a large enough effect in the signal ratio, not every such curve was filed as active; inconclusive means small, poorly fitted or top-dose-only effect, or a change in a side signal; the % refers to the signal ratio;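 further: the direction sought is a rising ratio; 0% = basal untreated cells and 100% = reference inhibitor full response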
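In this assay, an IκBα–CBG68 fusion accumulates when IKK-driven degradation is blocked; native CBR normalizes for cell number. OCI-Ly3 cells were treated 4 h with compound and doxycycline, then green and red light read after Chroma-Glo addition.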
Active calls of the source: *; ? = inconclusive; · = not tested or not shown; [ ] = another dose, or the depositor's remark. Unless noted, the call rests on the fitted dose curve; in most records, active means well fitted curve in the direction sought with a large enough effect; inconclusive means small, poorly fitted or top-dose-only effect, or another doubt; inactive means no such curve, though single readings can be large; an effect the other way counts as inactive or inconclusive. Unless noted, on the % scale 0 is the no-effect control and ±100 the full control effect; potency means the concentration at half of the fitted maximal effect. Rows were taken by chance. Share with any hit: about 1.7%.

The opening two records, ahead of the listing:
Assay codes: A = Peg3 imprint; B = p53ts 39C kill; C = p53ts 32C tox; D = IkB sig inh
> Cc1ccc(CN2CCNC(=O)C2CC(=O)O)o1 (configuration not stated)
  A: 4%; B: -6%; C: 6%; D: -2.3%
> Cc1ccc(Nc2nc(Oc3ccc(=O)[nH]n3)nc(N(C)C)n2)cc1
  A: 7%; B: 9%; C: -2%; D: -1.3%

All compounds of this part (from the top)
Assay codes: A = Peg3 imprint; B = p53ts 39C kill; C = p53ts 32C tox; D = IkB sig inh
> Cc1ccc(CN2CCNC(=O)C2CC(=O)O)o1 (configuration not stated)
  A: 4%; B: -6%; C: 6%; D: -2.3%
> Cc1ccc(Nc2nc(Oc3ccc(=O)[nH]n3)nc(N(C)C)n2)cc1
  A: 7%; B: 9%; C: -2%; D: -1.3%
> Nc1ccc(N)c(Cl)c1
  A: -41%[inhibitor]; B: 11%; C: 10%[1.84 µM]; D: 10%
> Cc1nn(CC(=O)NCc2ccc(Cl)cc2)c(=O)c2cc3sccc3n12
  A: 12%[10.9 µM]; B: -17%; C: 10%; D: -3.2%
> Cc1cc(C)cc(N(CC(=O)NCc2ccc3c(c2)OCO3)C(=O)CCC(=O)Nc2ccccn2)c1
  A: -5%; B: 3%; C: 3%; D: 0.3%
> Cc1ccccc1CSc1nnc2[nH]c(=O)cc(-c3ccccc3)n12
  A: 26%[10.9 µM]; B: -4%; C: 5%; D: 1.7%
> CCCCN=C(C)C1=C(O)CSC1=O
  A: -4%; B: 13%; C: 11%; D: -1.3%
> O=C(O)C1C2CCCCC2=C2CCCCC2C1C(=O)O (configuration not stated)
  A: 1%; B: 17%; C: -2%; D: 1.4%
> CCCN1C(=O)c2[nH]nc(-c3ccc(OC)cc3)c2C1c1ccccn1 (configuration not stated)
  A: 24%[10.9 µM]; B: -12%; C: 8%; D: -1.1%
> Cc1cccc(NC(=O)NCc2ccccn2)c1
  A: ·; B: -9%; C: -3%; D: ·
> Cc1ccc2c(c1)C(c1ccccc1)N(C(=O)c1ccc(S(=O)(=O)N3CCCCC3)cc1)CC(=O)N2 (configuration not stated)
  A: -15%[10.9 µM]; B: -7%; C: 22%; D: ?
> O=C(NCCc1csc(-c2ccc(F)cc2)n1)c1cccc(F)c1
  A: -12%[10.9 µM]; B: -19%; C: -16%; D: ?
> COc1ccc(CCNC(=O)Cn2nnc(-c3cccc(OC)c3OC)n2)cc1OC
  A: -14%; B: -12%; C: 19%; D: -0.4%
> CCCCNC(=O)c1ccc2c(c1)NC(=O)C(CS(=O)(=O)Cc1ccc(C)cc1)N2 (configuration not stated)
  A: 10%[10.9 µM]; B: 8%; C: 1%; D: 0.2%
> CCNc1nc(Oc2ccc(C(=O)OCC)cc2)nc(SC)n1
  A: -18%; B: 29%; C: 5%; D: 5.8%
> O=C(Nc1cccc2ccccc12)N1CCOCC1
  A: 25%; B: 2%; C: 15%; D: 1.8%
> CC1=C(C(=O)Nc2cc(C)ccn2)C(c2ccc(C)cc2)C2=C(CCCC2=O)N1 (configuration not stated)
  A: 0%; B: 12%; C: 6%; D: 1.1%
> CCOC(=O)c1c(C)n(-c2ccccc2)c2ccc(OC(=O)c3c(F)cccc3F)cc12
  A: -12%[10.9 µM]; B: 38%[activator]; C: 10%; D: 1.3%
> CCCNc1nc2c(c(=O)n(C)c(=O)n2C)n1CCC(C)C
  A: -18%; B: 9%; C: 3%; D: ?
> CC(C)Oc1ccc(C(=O)N2CCN(c3nc4c(F)cc(F)cc4s3)CC2)cc1
  A: 2%[10.9 µM]; B: -10%; C: 1%; D: -0.1%
> CC(=O)N1CCC(O)(c2cccc(C(F)(F)F)c2)CC1
  A: -6%; B: 5%; C: 1%; D: -0.8%
> O=C1Nc2ccccc2Oc2cc(Oc3ccccc3)ccc21
  A: -1%[10.9 µM]; B: -3%; C: -12%; D: -4.0%
> COc1cccc(CNC(=O)c2cc3cccc4c3n2CC(C)S4)c1OC (configuration not stated)
  A: -5%[10.9 µM]; B: -4%; C: -6%; D: ?
> Cc1ccccc1NC(=O)Cn1c(=O)n(Cc2ccc3c(c2)OCO3)c(=O)c2ccccc21
  A: 6%[10.9 µM]; B: 24%; C: 12%; D: 2.2%
> COc1ccc(S(=O)(=O)N2CCN(CC(=O)Nc3ccc(F)c(F)c3)CC2)cc1
  A: 1%; B: 2%; C: 9%; D: ?
> COc1ccc(CNc2cc(-c3ccccc3CN(C)C)ncn2)c(OC)c1
  A: -7%; B: -7%; C: -10%; D: 0.3%[11.4 µM]
> C1CN(c2nc3nonc3n3nnnc23)CCO1
  A: 3%; B: 7%; C: 1%; D: -1.5%
> CCCCCSc1nc(C)c(CC(=O)O)c(=O)[nH]1
  A: ·; B: 11%; C: -12%; D: ·
> Cc1ccc(C)c(Cn2cnc3ccccc3c2=O)c1
  A: -6%[10.9 µM]; B: 32%[activator]; C: 4%; D: 3.7%
> CCc1ccc(C(=O)c2cn(CC(=O)Nc3ccc(OC)c(OC)c3)c3ccc(C)cc3c2=O)cc1
  A: -8%[10.9 µM]; B: 14%; C: 14%; D: 0.1%
> COc1cccc(N2CCN(C(=O)CN3CCSc4ccc(S(=O)(=O)N(C)C)cc43)CC2)c1
  A: -13%[10.9 µM]; B: -22%; C: -7%; D: ?
> Cc1ccccc1NC(=O)c1ccc(NC(=O)N2CCSc3ncccc32)cc1
  A: 12%[10.9 µM]; B: 28%; C: -4%; D: 2.2%
> CC(=O)c1ccc(Nc2ccc3cc(S(=O)(=O)N4CCCC4)ccc3n2)cc1
  A: -14%[10.9 µM]; B: 2%; C: 20%; D: 5.0%
> CCN1C(=O)/C(=C\N2CCN(c3ccccc3)CC2)SC1=S
  A: -12%; B: -1%; C: -4%; D: -0.7%
> COc1ccc(N2CCN(C(=O)c3cnn(-c4ccc(OC)cc4)c3C3CCN(C(=O)OC(C)(C)C)CC3)CC2)cc1
  A: 5%[10.9 µM]; B: 17%; C: 2%; D: ?
> O=[N+]([O-])c1cccc(Cl)c1
  A: -3%; B: 2%; C: 9%[1.84 µM]; D: 2.7%
> COC(=O)N1CCC[C@@]2(CCN(C(=O)Nc3cccc(F)c3)C2)C1
  A: ·; B: -15%; C: 4%; D: 2.5%[11.4 µM]
> O=C1CC(c2ccco2)CC(O)=C1C=NCCO (configuration not stated)
  A: 5%; B: 1%; C: 0%; D: 11%
> COc1ccccc1NC(=O)N1CCN(c2cc(-c3ccccc3)nc3ncnn23)CC1
  A: -34%[inhibitor]; B: -7%; C: -3%; D: 0.1%
> COc1ccc(CNC(=O)c2cc3c(C)nc4ccccc4c3o2)c(OC)c1
  A: -18%; B: 3%; C: 2%; D: ?
> Cc1cccc(CS(=O)(=O)CC2Nc3ccc(C(=O)NCc4ccccc4)cc3NC2=O)c1 (configuration not stated)
  A: 2%[10.9 µM]; B: 8%; C: -11%; D: -2.3%
> Cc1ccc(C)c(/C(O)=C2\C(=O)C(=O)N(CCCn3ccnc3)C2c2cccnc2)c1 (configuration not stated)
  A: ·; B: ?; C: -12%; D: ·
> Cc1cccc(-c2nnn3c2nc(NCCc2ccc(S(N)(=O)=O)cc2)c2ccccc23)c1
  A: -9%[10.9 µM]; B: ?; C: -11%; D: ?
> CCOc1ccccc1-n1nnc(-c2nsc(NC(=O)c3ccc(C)cc3)n2)c1C
  A: 2%[10.9 µM]; B: -23%; C: -16%; D: -0.8%
> CNc1ccnc(-c2c(C)noc2C)n1
  A: ?; B: 1%; C: 5%; D: 0.8%[11.4 µM]

A different layout for some results above:
Each structure is followed by: Peg3 imprint	p53ts 39C kill	p53ts 32C tox	IkB sig inh
> Nc1ccc(N)c(Cl)c1
→ -41%[inhibitor]	11%	10%[1.84 µM]	10%
> Cc1nn(CC(=O)NCc2ccc(Cl)cc2)c(=O)c2cc3sccc3n12
→ 12%[10.9 µM]	-17%	10%	-3.2%
> Cc1cc(C)cc(N(CC(=O)NCc2ccc3c(c2)OCO3)C(=O)CCC(=O)Nc2ccccn2)c1
→ -5%	3%	3%	0.3%
> Cc1ccccc1CSc1nnc2[nH]c(=O)cc(-c3ccccc3)n12
→ 26%[10.9 µM]	-4%	5%	1.7%
> CCCCN=C(C)C1=C(O)CSC1=O
→ -4%	13%	11%	-1.3%
> O=C(O)C1C2CCCCC2=C2CCCCC2C1C(=O)O (configuration not stated)
→ 1%	17%	-2%	1.4%
> CCCN1C(=O)c2[nH]nc(-c3ccc(OC)cc3)c2C1c1ccccn1 (configuration not stated)
→ 24%[10.9 µM]	-12%	8%	-1.1%
> Cc1cccc(NC(=O)NCc2ccccn2)c1
→ ·	-9%	-3%	·
> Cc1ccc2c(c1)C(c1ccccc1)N(C(=O)c1ccc(S(=O)(=O)N3CCCCC3)cc1)CC(=O)N2 (configuration not stated)
→ -15%[10.9 µM]	-7%	22%	?
> O=C(NCCc1csc(-c2ccc(F)cc2)n1)c1cccc(F)c1
→ -12%[10.9 µM]	-19%	-16%	?
> COc1ccc(CCNC(=O)Cn2nnc(-c3cccc(OC)c3OC)n2)cc1OC
→ -14%	-12%	19%	-0.4%
> CCCCNC(=O)c1ccc2c(c1)NC(=O)C(CS(=O)(=O)Cc1ccc(C)cc1)N2 (configuration not stated)
→ 10%[10.9 µM]	8%	1%	0.2%

(list continues)
Assay codes: A = Peg3 imprint; B = p53ts 39C kill; C = p53ts 32C tox; D = IkB sig inh
> COc1ccc(NS(=O)(=O)c2ccc3c(c2)[C@H]2C=CC[C@H]2[C@@H](c2ccc(C(=O)O)cc2)N3)cc1
  A: -10%[10.9 µM]; B: 5%; C: 6%; D: 5.7%
> Cc1cc(Nc2nnnn2-c2ccccc2)n(-c2ccc(Cl)cc2)n1
  A: -18%; B: -10%; C: -2%; D: ?
> O=C(NCc1ccccc1)c1cccc(COc2ccc3c(c2)CCC3)c1
  A: ·; B: -9%; C: -27%; D: ·
> COc1ccc(NC(=O)N2CCCC3(CCN(C(C)=O)CC3)C2)cc1
  A: ·; B: 10%; C: -4%; D: 0.0%[11.4 µM]
> Cc1ccc(S(=O)(=O)N2CCN(C(=O)COC(=O)c3cc(C)oc3C)CC2)cc1
  A: -1%; B: 2%; C: 7%; D: 1.0%
> Cc1ccc(C(C)C)c(OCC(=O)N2CCC(c3nc4ccccc4o3)CC2)c1
  A: 5%[10.9 µM]; B: ?; C: ?; D: ?
> O=C(CCCn1c(=O)[nH]c2ccsc2c1=O)NCc1cccs1
  A: -4%; B: -7%; C: -3%; D: 2.2%
> COc1ccc(-c2nc(SCC(=O)NCC3CCCO3)c(-c3ccc(C)cc3)[nH]2)cc1OC (configuration not stated)
  A: -6%[10.9 µM]; B: -28%; C: 7%; D: ?
> CCC1CCCCN1C(=O)Nc1cccc(NC(=O)N2CCCCC2CC)c1 (configuration not stated)
  A: 7%; B: 3%; C: 5%; D: ?
> Cc1csc(NC(=O)Nc2cccc(Cl)c2)n1
  A: -15%; B: -8%; C: -17%; D: 12%
> CCC(C)Sc1nc2ccccc2c(=O)[nH]1 (configuration not stated)
  A: ·; B: 14%; C: -11%; D: ·
> COc1ccc(NC(=O)CCCS(=O)(=O)c2nc(-c3ccccc3OC)cc(C(F)(F)F)n2)c(OC)c1
  A: -19%[10.9 µM]; B: ?; C: ?; D: ?
> O=C(Cn1c(=O)sc2ccccc21)OC(CCl)CCl
  A: ·; B: 6%; C: -18%; D: ·
> CCOc1ccc(NC(=O)CSC2=Nc3ccccc3C3=NC(CC(=O)NCc4cccs4)C(=O)N23)cc1 (configuration not stated)
  A: -7%[10.9 µM]; B: -23%; C: 6%; D: ?
> COC(=O)c1scc(-c2ccc(C)cc2)c1S(=O)(=O)N1CCN(c2cccc(Cl)c2)CC1
  A: -13%[10.9 µM]; B: 14%; C: 5%; D: ?
> CCOc1ccccc1NC(=O)Cn1c(=O)n(-c2ccccc2)c(=O)c2c1c1cc(C)ccc1n2C
  A: 7%[10.9 µM]; B: 3%; C: 9%; D: 0.9%
> COc1cccc(CNC(=O)CCc2nc(-c3ccc(C)cc3)no2)c1
  A: -11%[10.9 µM]; B: -22%; C: 5%; D: -1.9%
> COc1ccc(-c2[nH]c(-c3ccccc3)nc2SCC(=O)NC2CCCC2)cc1
  A: 7%[10.9 µM]; B: 12%; C: 14%; D: ?
> COc1ccccc1CN1C(=O)CN(C2CCCCCC2)C(=O)C1c1ccc(F)cc1 (configuration not stated)
  A: -11%[10.9 µM]; B: ?; C: 9%; D: ?
